# HCMV inh: blocks human cytomegalovirus replication; HFF cells, HCMV-luciferase reporter, 72 h; hits give low values; activity change, negative = inhibition, % at 57.5 µM; hit rate 4.5% among 410,000; AID 1259415; in the data active = activity change below about -60%; inconclusive = no clear call, values can overlap the other calls; inactive = above about -39%
#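 Cell-based, HFFs, 1000 cells/well, 16 h 37C; cpds in DMSO + HCMV-luc, MOI 1 PFU/cell; 72 h 37C; OneGlo luminescence after 5 min RT; norm. to buffer vs Salinomycin 10uM.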
# AmpC inh detg: AmpC beta-lactamase inhibition with detergent present. P00811. AmpC hydrolysis of nitrocefin, absorbance 480 nm, 0.01% Triton. Potency, µM (doses to about 114 µM), for the others: top-dose activity change, negative = inhibition, usual class: inhibitors. hit rate 0.041% among 370,000. AID 485294;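 note: potency is the fitted concentration of half-maximal effect; 0% = no-compound wells and -100% = no-enzyme wells; nearly all actives have a fitted effect of over 25% in size; some results filed as inactive show a strong effect at the top dose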
# Target sequence (P00811 whole entry, looked up): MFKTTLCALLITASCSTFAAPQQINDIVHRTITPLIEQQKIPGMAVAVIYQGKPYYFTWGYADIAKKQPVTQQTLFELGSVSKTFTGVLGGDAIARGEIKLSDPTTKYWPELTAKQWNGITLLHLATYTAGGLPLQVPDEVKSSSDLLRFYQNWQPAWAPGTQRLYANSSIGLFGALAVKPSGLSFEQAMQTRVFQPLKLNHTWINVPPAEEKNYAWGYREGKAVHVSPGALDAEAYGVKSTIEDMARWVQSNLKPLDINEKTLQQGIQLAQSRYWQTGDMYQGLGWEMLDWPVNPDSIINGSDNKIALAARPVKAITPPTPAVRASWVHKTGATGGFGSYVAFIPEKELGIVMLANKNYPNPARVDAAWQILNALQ
#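 20 mM phosphate pH 7.0 + 0.01% (detergent screen) or 0.0001% Triton X-100; 5.3 nM AmpC reagent; cpd preinc 15 min RT; nitrocefin (800 uM stock) to start; A480 q20 s × 4 min; Activity was normalised to no-enzyme and no-compound control wells.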
# AMA1-RON2 inh: disrupts binding of P. falciparum AMA1 to RON2; AlphaScreen AMA1-biotinylated RON2 peptide binding; Potency, µM (series often up to 58.2 µM), without a hit: at the top dose activity change, negative = inhibition, most hits filed as inhibitors; hit rate 0.2% among 360,000; AID 720542;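 note: potency is the fitted concentration of half-maximal effect; 0% = vehicle wells and -100% = peptide control; nearly all actives have a fitted effect of over 45% in size; some results filed as inactive show a strong effect at the top dose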
#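 AMA1 (3D7) with his tag at 25 nM final met compounds first, then biotinylated RON2 peptide at 25 nM; detection used donor plus acceptor beads, 10 µg/mL apiece, read by AlphaScreen after 30 min at room temperature.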
# HCV inh: HCV inhibition. Huh7.5.1 HCVcc-Cre infection, luciferase reporter, 44 h. Potency, µM (titrated, usually from 41.8 µM), for inactives: at the highest dose activity change, negative = inhibition, actives largely listed as inhibitors. hit rate 3.4% among 340,000; note: potency is the fitted concentration of half-maximal effect
#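 Luciferase read-out (15 sec integration) after a 15 min room-temperature substrate step quantifies HCVcc-Cre infection. Cells, 1,000 per well, had compound added 4 h post-plating, then virus at ~0.5 moi, and were cultured 44 h.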
# Giardia FBPA inh: inhibitors of Giardia lamblia fructose-1,6-bisphosphate aldolase. A8B2U2. purified Giardia FBPA. Potency, µM (top dose mostly 59.6 µM), without a hit: top-dose activity, negative = inhibition, hits mostly inhibitors. hit rate 0.71% among 290,000; note: potency is the fitted concentration of half-maximal effect; nearly all actives have a fitted effect of over 55% in size
# Target sequence (A8B2U2 whole entry, looked up): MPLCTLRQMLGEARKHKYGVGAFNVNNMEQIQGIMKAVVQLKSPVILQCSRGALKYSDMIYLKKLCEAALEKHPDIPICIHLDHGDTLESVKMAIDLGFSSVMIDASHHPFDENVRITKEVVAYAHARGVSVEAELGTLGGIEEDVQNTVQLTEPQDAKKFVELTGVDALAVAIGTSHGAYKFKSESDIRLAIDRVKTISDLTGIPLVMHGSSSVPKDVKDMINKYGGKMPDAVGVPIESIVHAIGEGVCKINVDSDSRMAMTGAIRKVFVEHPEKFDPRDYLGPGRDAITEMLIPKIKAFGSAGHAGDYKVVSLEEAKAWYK
#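 40 nM FBPA preincubated 10 min at RT with compound (up to 57.5 uM final), then substrate plus GAPDH/TPI/NAD/arsenate coupling and diaphorase/resazurin added. Fluorescence read after 20 min at RT, 525/598 nm.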
# Sm TGR inh: S. mansoni TGR enzyme inhibition; Q962Y6; purified TGR, DTNB reduction, TNB absorbance 405 nm; Potency, µM (top dose mostly 114 µM), for the others: top-dose activity change, negative = inhibition, hits mostly inhibitors; hit rate 3% among 360,000; note: potency is the fitted concentration of half-maximal effect; nearly all actives have a fitted effect of over 60% in size
#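 Kinetic colorimetric format: TGR-catalysed, NADPH-driven DTNB reduction monitored via TNB absorbance. Enzyme dispensed at 20 nM; compound exposure 15 min at room temperature before reaction start.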
# Active calls of the source: *; ? = inconclusive; . = no result given; & = joins results of further samples; ! = repeats disagree; [ ] = another dose, or the depositor's remark. Unless noted, calls come from the whole dose curve; as a rule, active = well fitted curve in the direction sought with a large enough effect; inconclusive = small, poorly fitted or top-dose-only effect, or another doubt; inactive = no such curve, though single readings can be large; an effect the other way counts as inactive or inconclusive. Unless noted, % is set by controls: 0 for no effect and ±100 for the full control effect.
(1) CCCCCCCCO
(2) CCCCC1CCC(CCCC(C)CCC(=O)O)CC1 (stereo not given)
(3) CC(C)Cn1cnc2c1c(=O)n(C)c(=O)n2C
(4) Cc1nnc(NS(=O)(=O)c2ccc(N)cc2)s1
(5) O=c1cc[nH]c(=O)[nH]1
(6) CC(C)(CO)[C@@H](O)C(=O)NCCC(=O)O
(7) CC1=NN(c2ccccc2)C(=O)C1
(8) CC(=O)N1C[C@H](O)C[C@H]1C(=O)O
entry no.	1	2	3	4	5	6	7	8
HCMV inh	4.4	-7.9	96.9	37.7	2.9	.	-11.9	23.8
AmpC inh detg	7.2%	-14.3%	?	?	4.2%	-14.5%	-6.0%	-14.2%
AMA1-RON2 inh	-3.5%	.	14.4%	19.2%	2.4%	5.2%	-2.2%	0.3%
HCV inh	4.8%	.	?	-5.5%[8.37 µM]	21.8%	17.3%	22.6%[8.37 µM]	14.8%
Giardia FBPA inh	.	.	8.0%	-0.1%	.	.	-1.2%&-16.7%&-10.2%&-13.0%	.
Sm TGR inh	0.2%	11.5%	8.8%	9.9%	27.5%	-11.6%	23.7%	-11.3%

(9) O=C(O)COC(=O)Cc1ccccc1Nc1c(Cl)cccc1Cl
(10) CN(C)CCCN1c2ccccc2Sc2ccccc21
(11) COc1ccc(NC(=O)Cn2ccn(-c3ccc(C)c(C)c3)c(=O)c2=O)cc1Cl
(12) Nc1cc(-c2ccncc2)c[nH]c1=O
(13) C[C@H]1c2cccc(O)c2C(=O)C2C(=O)C3(O)C(=O)C(C(N)=O)C(=O)[C@@H](N(C)C)[C@@H]3[C@@H](O)[C@@H]21 (stereo not given in full)
(14) Cc1oc(-c2cccc(Cl)c2)nc1Cn1c(SCc2ccccc2F)nc2ccncc21
(15) Cc1coc2c1C(=O)C(=O)c1c-2ccc2c1CCCC2(C)C
(16) Cc1cc(C)nc(/N=C(\N)Nc2ccc(S(N)(=O)=O)cc2)n1
entry no.	9	10	11	12	13	14	15	16
HCMV inh	32.7	?	?	104.7	?	24.7	?	-26.2
AmpC inh detg	-8.6%	-3.8%	21.2%	?	.	18.9%	-0.5%	2.1%
AMA1-RON2 inh	-1.6%	-13.3%	.	8.1%	?	.	?	-10.3%
HCV inh	-1.3%	-17.9%[8.37 µM]	.	-0.1%	-5.7%	.	?	-15.3%
Giardia FBPA inh	15.6%	-13.2%	.	1.77µM*	.	.	17.7µM*!	-6.0%
Sm TGR inh	-2.0%	-1.6%	1.0%	39.8µM*	.	-4.0%	10µM*	-5.2%

# Exported tab-delimited: part of the list above
no.	smiles	HCMV inh	AmpC inh detg	AMA1-RON2 inh	HCV inh	Giardia FBPA inh	Sm TGR inh
10	CN(C)CCCN1c2ccccc2Sc2ccccc21	?	-3.8%	-13.3%	-17.9%[8.37 µM]	-13.2%	-1.6%
15	Cc1coc2c1C(=O)C(=O)c1c-2ccc2c1CCCC2(C)C	?	-0.5%	?	?	17.7µM*!	10µM*
16	Cc1cc(C)nc(/N=C(\N)Nc2ccc(S(N)(=O)=O)cc2)n1	-26.2	2.1%	-10.3%	-15.3%	-6.0%	-5.2%
14	Cc1oc(-c2cccc(Cl)c2)nc1Cn1c(SCc2ccccc2F)nc2ccncc21	24.7	18.9%	.	.	.	-4.0%
12	Nc1cc(-c2ccncc2)c[nH]c1=O	104.7	?	8.1%	-0.1%	1.77µM*	39.8µM*

# The list goes on.
(17) CC1(C)O[C@H]2CC(=O)OCC23[C@H]2CC[C@@]4(C)[C@H](c5ccoc5)OC(=O)[C@H]5O[C@]54[C@]2(C)C(=O)C[C@@H]13 (stereo not given in full)
(18) C[C@H](CCC(=O)O)[C@H]1CC[C@H]2[C@@H]3[C@@H](O)C[C@@H]4C[C@H](O)CC[C@]4(C)[C@H]3CC[C@]12C
(19) NC(=O)NC(CCC(=O)O)C(=O)O (stereo not given)
(20) COc1ccc(C(=O)Nc2nc3ccccc3n2CCOc2ccc(Cl)cc2)cc1
(21) Cc1nn(CC(=O)NCCc2ccccc2)c(=O)c2c1sc1ccccc12
(22) C/C=C/C=N\NC(=O)c1ccncc1
(23) CCOc1ccc(S(=O)(=O)N2CCCCCC2)c2ccccc12
(24) COc1nc(C)nc(Cl)c1NC1=NCCN1
entry no.	17	18	19	20	21	22	23	24
HCMV inh	8.9	-31.7	6.4	13.1	0.1	-14.1	-1.6	?
AmpC inh detg	-9.3%	-1.9%	.	7.2%	23.2%	-9.1%	0.4%	.
AMA1-RON2 inh	-4.6%	-1.2%	2.2%	.	.	68.6%[activator]	30.1%[activator]	0.0%&-4.4%
HCV inh	17.0%	-8.1%	?	.	.	-3.1%	-8.0%	32.6%&6.9%[activator]
Giardia FBPA inh	.	20.5%	.	.	.	-28.0%	-1.2%	-3.5%
Sm TGR inh	-14.8%	7.2%	.	-0.7%	1.1%	0.0%	5.9%	.

# 7 of these compounds in another layout.
# Sequence of screens – HCMV inh	AmpC inh detg	AMA1-RON2 inh	HCV inh	Giardia FBPA inh	Sm TGR inh
2: CCCCC1CCC(CCCC(C)CCC(=O)O)CC1 (stereo not given)
  -7.9	-14.3%	.	.	.	11.5%
3: CC(C)Cn1cnc2c1c(=O)n(C)c(=O)n2C
  96.9	?	14.4%	?	8.0%	8.8%
4: Cc1nnc(NS(=O)(=O)c2ccc(N)cc2)s1
  37.7	?	19.2%	-5.5%[8.37 µM]	-0.1%	9.9%
5: O=c1cc[nH]c(=O)[nH]1
  2.9	4.2%	2.4%	21.8%	.	27.5%
6: CC(C)(CO)[C@@H](O)C(=O)NCCC(=O)O
  .	-14.5%	5.2%	17.3%	.	-11.6%
7: CC1=NN(c2ccccc2)C(=O)C1
  -11.9	-6.0%	-2.2%	22.6%[8.37 µM]	-1.2%&-16.7%&-10.2%&-13.0%	23.7%
8: CC(=O)N1C[C@H](O)C[C@H]1C(=O)O
  23.8	-14.2%	0.3%	14.8%	.	-11.3%

# Later entries
(25) CNC(=O)c1ccc(CSc2nc3ccncc3n2Cc2ccc(C)cc2)cc1
(26) O=C1N(c2ccccc2)c2ccccc2C1(Cc1ccncc1)Cc1ccncc1
(27) CN1CCC(=C2c3ccccc3CCc3sccc32)CC1
(28) CCCn1ncc(CN2CCCC(C(=O)c3cccc(OC(C)C)c3)C2)c1C (stereo not given)
(29) O=C(O)[C@@H]1[C@H]2C[C@H]3c4[nH]c5ccccc5c4CCN3C[C@@H]2CC[C@@H]1O
(30) COc1cc2nc(N3CCN(C(=O)C4COc5ccccc5O4)CC3)nc(N)c2cc1OC (stereo not given)
(31) CCOC(=O)C1(CCOc2ccccc2)CCN(Cc2ccc(O)c(Cl)c2)CC1
(32) C[C@]12CC[C@H]3[C@@H](CCC4=CC(=O)CC[C@@]43C)[C@@H]1CC[C@@H]2C(=O)CO
entry no.	25	26	27	28	29	30	31	32
HCMV inh	-1.9	-24.2	.	-28.4	7.1	6.5	-26.1	28.6
AmpC inh detg	-1.8%	-6.1%	-1.6%	-8.1%	?	-5.1%	2.5%	-12.7%
AMA1-RON2 inh	.	3.6%	-13.5%	-4.5%	-8.8%	-19.3%	-1.4%	-5.8%
HCV inh	.	12.1%	?	-17.0%	24.0%	?	?	?
Giardia FBPA inh	.	2.2%&-20.3%&-14.1%	-6.0%	-17.5%	.	-3.5%&-2.5%	-0.2%	-5.5%
Sm TGR inh	-7.9%	0.4%	-1.4%	6.2%	-34.3%	3.9%	8.9%	-25.1%

(33) CC(=O)[C@H]1CC[C@H]2[C@@H]3C[C@H](C)C4=CC(=O)CC[C@]4(C)[C@H]3[C@@H](O)C[C@]12C
(34) CCCOc1ccccc1-c1nc2n[nH]nc2c(=O)[nH]1
(35) COc1ccccc1OCC(O)COC(N)=O (stereo not given)
(36) CC[C@@H]1C(=O)OC[C@@H]1Cc1cncn1C
(37) CC(=O)O[C@]1(C(C)=O)CC[C@H]2[C@@H]3C=C(Cl)C4=CC(=O)[C@@H]5C[C@@H]5[C@]4(C)[C@H]3CC[C@@]21C
(38) CN(C)C/C=C(/c1ccc(Br)cc1)c1cccnc1
(39) CC1=C(C(=O)O)N2C(=O)[C@@H](NC(=O)[C@H](N)c3ccc(O)cc3)[C@H]2SC1
(40) O=C1NCC2(CCN(CCc3ccccc3)CC2)O1
(41) COc1ccc(CN(CCN(C)C)c2ccccn2)cc1
(42) N=C(N=C(N)N)N1CCOCC1
entry no.	33	34	35	36	37	38	39	40	41	42
HCMV inh	44.6	-23.5	85.9	32.9	-90.0*!	-1.7	?	75.2	-3.9&-38.7&-23.0	15.2
AmpC inh detg	0.6%	.	-10.6%	-19.5%	0.6%	.	.	-1.7%	?	-7.0%
AMA1-RON2 inh	-0.7%	8.7%	3.1%	1.1%	-1.5%&-0.3%	10.8%	51.1%[activator]	-1.5%	0.0%&19.2%&-5.7%	-1.4%
HCV inh	-6.6%	10.4%	-0.5%[8.37 µM]	17.1%	7.1%&-16.2%	?	12.7%	-0.3%	?	3.6%
Giardia FBPA inh	4.9%	-0.4%	0.7%&3.5%	.	.	-1.7%	.	2.7%	-4.3%	0.2%[21.7 µM]
Sm TGR inh	4.7%	.	6.7%	-4.8%	-3.2%	.	.	1.0%	0.0%&-10.4%	1.0%

# Source: PubChem BioAssay (National Center for Advancing Translational Sciences (NCATS))

# This is a subset, so the mix of outcomes need not match the whole.
